# GPR35 antagonists – GPR35 antagonists blocking zaprinast-driven arrestin recruitment, primary screen, imaging, U2OS, beta-arrestin-GFP, zaprinast agonist (AID 2058); 0.052% of 290,000 active; U2OS GPR35 beta-arrestin-GFP translocation imaging, zaprinast antagonism; higher % means a stronger effect; one-dose inhibition, % at 10 µM; IC50 in µM for titrated hits;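 active = inhibition of at least 50% with at least 30 cells and total cytoplasm GFP at most 10,000,000; inconclusive = under 30 cells or total GFP of 10,000,000 plus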
# K1F lysis inhibition – inhibition of K1F phage lysis, E. coli UTI89, bacterial capsule biogenesis inhibitors, alamar blue (AID 488966). one-dose inhibition, % at 100 µM; IC50 in µM for titrated hits. 0.02% of 340,000 active. E. coli UTI89 K1F phage lysis, alamar blue, 2 h; higher % means a stronger effect;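 active = phage lysis inhibition, versus mean bacterial control, above a set limit; inconclusive = no clear call, values can overlap the other calls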;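 note: capsule biogenesis inhibitors block K1F phage lysis so surviving cells raise fluorescence; higher fluorescence means more inhibition of phage lysis; actives were called in the ten point dose series up to 300 µM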
# Dengue-2 NS5 capping – Dengue-2 NS5 methyltransferase inhibitors, primary screen, biochemical, confirmation dose response (AID 588689) | Dengue-2 NS5 methyltransferase capping enzyme assay, biochemical; higher % means a stronger effect | one-dose inhibition, % at 25 µM; IC50 in µM for titrated hits | 0.3% of 340,000 active; in the data active = a potency from the dose series; inconclusive = inhibition above about 29% without an active follow-up result
# MgcRacGAP inhibition – MgcRacGAP GTPase-activating activity inhibitors, confirmation, biochemical, ADP Hunter fluorescence; MgcRacGAP-stimulated Rac1 GTP hydrolysis, ADP Hunter fluorescence; higher % means a stronger effect; GST-tagged Rac1 F28L mutant substrate; one-dose inhibition, % at 30 µM; IC50 in µM for titrated hits; 0.6% of 340,000 active; AID 624330;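 active = first-screen hits whose inhibition reached a set limit at any dose in the follow-up dose series; inconclusive = inhibition above the set first-screen limit but never retested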;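 note: fluorescence reports GDP produced by GAP-driven GTP hydrolysis; strong numbers were not always called active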
# Large T inhibition – SV40 large T antigen inhibitors, biochemical (AID 1903) | SV40 large T antigen ATPase/helicase inhibition assay; higher % means a stronger effect | 0.39% of 310,000 active | inhibition, % at 20 µM, or IC50 in µM where a hit was titrated; in the data active = a potency from the dose series; inconclusive = inhibition mostly from about 32% at the one dose, without a potency; inactive = the rest, 99 in 100 with inhibition below about 32%; note: strong numbers were not always called active
# Salmonella PhoP GFP – inhibitors of PhoP regulon expression, primary screen, Salmonella Typhimurium, GFP reporter (AID 1863); S. Typhimurium PhoP-regulated promoter GFP reporter, 4 h; higher % means a stronger effect; inhibition, % at 50 µM; hits with a dose series show IC50 in µM; 0.16% of 300,000 active;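 active = inhibition over 29.93%, a cutoff 3 SD above the screen mean, later confirmed by dose response; inconclusive = inhibition over 29.93% but no dose response follow-up; inactive = inhibition at most 29.93% or unconfirmed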;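 note: 0% = low Mg2+ inducing control and 100% = high Mg2+ repressing control; strong numbers were not always called active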
# HIV fusion peptide – cell-free HIV fusion peptide-binding blockers – biochemical, uHTS, fluorescence dequenching, primary screen (AID 1986); cell-free peptide binding, fluorescence dequenching, 30 min; higher % means a stronger effect; inhibition, % at 20 µM; hits with a dose series show IC50 in µM; 0.3% of 290,000 active; in the data active = inhibition mostly above about 52%, no sharp cut-off; inactive = mostly below about 76%; note: some results filed as inactive read as strong as hits
# RSV antiviral HEp-2 – inhibition of RSV-induced cytopathic effect – HEp-2 cells, primary 10 µM value included (AID 2391); HEp-2 cells, RSV-induced CPE inhibition; higher % means a stronger effect; one-dose CPE inhibition, % at 10 µM; IC50 in µM for titrated hits; 0.13% of 310,000 active; in the data active = a potency from the dose series; inconclusive = CPE inhibition mostly from about 23% at the one dose, without a potency; inactive = the rest, 99 in 100 with CPE inhibition below about 21%; note: strong numbers were not always called active
# GPR55 antagonists – GPR55 antagonists blocking LPI-driven arrestin recruitment, primary screen, imaging, U2OS, beta-arrestin-GFP, LPI agonist (AID 2013) | U2OS GPR55 beta-arrestin-GFP translocation imaging, LPI antagonism; higher % means a stronger effect | 0.13% of 290,000 active | inhibition, % at 10 µM; hits with a dose series show IC50 in µM;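 active = spots per cell inhibited over 60%, with over 100 cells counted and total cytoplasm intensity under 500,000; inconclusive = wells with under 100 cells, flagged as likely toxic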;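 note: U2OS cells stably carrying GPR55 and arrestin-GFP stimulated by 5 µM LPI near EC80; imaged beta-arrestin-GFP aggregate spots per cell after agonist stimulation; plate controls were LPI-stimulated DMSO wells for no effect and DMSO wells without LPI for full effect; some results filed as inactive read as strong as hits; confirmed hits need IC50 under 10 µM and bright autofluorescent wells are also inconclusive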
# Dengue-2 NS5 capping pilot replicate – also measured in Dengue-2 NS5 capping; calls as there; inhibition, %; measured here: pilot screen replicate inhibition
# An asterisk follows results filed as active; ? = inconclusive; · = no result given; [ ] = remark or other dose.
SMILES,GPR35 antagonists,K1F lysis inhibition,Dengue-2 NS5 capping,MgcRacGAP inhibition,Large T inhibition,Salmonella PhoP GFP,HIV fusion peptide,RSV antiviral HEp-2,GPR55 antagonists,others
Cc1c(C)n(Cc2ccccc2)c2ncnc(NCCCO)c12,4%,-0.1%,-6%,8%,6%,7%,0.3%,0.1%,0%,
COc1cccc(NC=C2C(=O)OC(C)(C)OC2=O)c1,7%,-0.1%,2%,7%,4%,-5%,-0.6%,-0.2%,0%,
COc1ccc(C(=O)ON=C2CCN(C)CC2)cc1,10%,0.5%,5%,1%,5%,-5%,1.3%,-0.1%,1%,
CCOC(=O)c1nn(-c2ccc(C)cc2)c(=O)cc1OCC(=O)Nc1cccc(OC)c1,·,1.7%[50 µM],-7%,2%,6%,-5%,·,2.5%,·,
C/C(=N\N=C1\NC(=O)C(CC(=O)O)S1)c1ccccn1 (centres undefined),6%,·,·,·,4%,-7%,1.8%,0.3%,-16%,
COc1ccc(-n2c(Cc3cccn3C)nnc2SCC(=O)Nc2ccc(C)c(Cl)c2)cc1,-12%,1.5%,-3%,0%,6%,3%,8.7%,-0.8%,-1%,
Nc1c(-c2ccccc2)c(CSc2nc3ccccc3[nH]2)nn1-c1ccc(C(=O)O)cc1,1%,-0.2%,6%,7%,17%,-9%,9.5%,2.6%,6%,
O=C(COC(=O)CNC(=O)c1ccc(Cl)cc1Cl)Nc1ccc(N2CCOCC2)cc1,-8%,-0.1%,6%,2%,16%,1%,-0.8%,-0.4%,-3%,
O=C(O)c1nc2nc(Cl)c(Cl)nc2[nH]1,11%,1.1%,-1%,4%,-2%,16%,-0.4%,1.5%,9%,
CCCCC(c1nnnn1Cc1ccco1)N1CCN(c2nc3ccccc3s2)CC1 (centres undefined),-7%,5.0%,-6%,9%,3%,-8%,-1.8%,16%,-2%,
O=C(COC(=O)Cn1nc(-c2ccccc2)oc1=O)Nc1ccc(F)cc1,·,0.5%[50 µM],6%,3%,·,·,·,1.7%,·,
Clc1ccc(COn2c(-c3ccccc3)nc3ccccc32)cc1,11%,3.3%,-9%,3%,4%,-5%,9.7%,3.0%,27%,
Cc1occc1C(=O)Nc1ccc2c(c1)OCO2,-2%,-0.8%,0%,-5%,4%,-3%,-1.2%,-0.7%,9%,
COc1ccc(CCC(C)N(C)Cc2ccccc2)cc1 (centres undefined),-7%,0.4%,-12%,4%,8%,-1%,-0.6%,-0.7%,1%,
Cc1ccc(C(=O)Nc2cccc(-c3cn4ccccc4n3)c2)cc1,-3%,-0.6%,-2%,6%,9%,3%,-0.2%,4.4%,-12%,
COc1ccc(CNC(=O)CN(C(=O)CCC(=O)Nc2nccs2)c2ccc3c(c2)OCO3)cc1,6%,-0.1%,-8%,7%,8%,-2%,-1.8%,2.2%,3%,
Cc1cc(C)cc(OCC(=O)Nc2cc(C)on2)c1,-6%,0.2%,-5%,8%,24%,-6%,0.5%,1.0%,7%,
CCCCOC(=O)c1ccc(NC(=O)CN2C(=O)NC3(CCCCCC3)C2=O)cc1,·,-0.7%[50 µM],-4%,4%,·,·,·,26%,·,
COC(=O)c1ccc(NC(=O)COc2ccccc2OC)cc1,20%,0.1%,5%,4%,11%,-6%,0.4%,0.4%,6%,
O=C(CCC(=O)N1CCSc2ccccc21)Nc1cccc(F)c1,4%,4.3%,1%,5%,1%,·,-0.5%,2.0%,5%,
O=C(Nc1ccccn1)C1CCN(C(=O)Nc2ccccc2)CC1,·,0.4%[50 µM],4%,4%,5%,-6%,·,0.4%,·,
Cc1cnc(CN(C)Cc2c(C(=O)N3CCCCCCC3)nc3ccc(Cl)cn23)[nH]1,-6%,-0.2%,-5%,6%,17%,-4%,-0.1%,1.0%,9%,
O=C(COC(=O)/C=C/c1ccccc1)NCC1CCCO1 (centres undefined),1%,1.7%,-7%,3%,1%,0%,-1.0%,-0.4%,10%,
O=C(Nc1ccc(C(F)(F)F)cn1)Nc1cccs1,6%,?,-2%,1%,5%,0%,-1.7%,4.6%,6%,
COc1cc(CN2CCCCCC2)cc(OC)c1OC,-8%,0.2%,5%,?,23%,-4%,1.7%,-0.4%,12%,
O=C(COC(=O)CNC(=O)c1ccccc1F)NCC(F)(F)F,3%,0.6%,-13%,23%,1%,2%,0.7%,1.0%,1%,
Cc1cc(C(=O)CSc2nc3ccccc3[nH]2)c(C)n1Cc1ccco1,-3%,0.1%,1%,16%,8%,-14%,35%,2.0%,13%,
CCCC[C@H]1COCCS(=O)(=O)N1Cc1cccc(Cl)c1,-8%,-0.6%,-7%,8%,16%,1%,2.3%,0.8%,7%,
CCCCN(C1CCS(=O)(=O)C1)S(=O)(=O)c1cccs1 (centres undefined),·,1.1%[50 µM],1%,4%,-6%,5%,·,6.7%,·,
CCC/C(O)=C1\C(=O)CC(C)(C)CC1=Nc1ccccc1O,15%,-0.2%,·,6%,19%,1%,-2.3%,3.4%,8%,
CC(C)OP(=O)(c1ccc(N(C)C)cc1)C(Nc1ccccc1)c1ccccc1 (centres undefined),-4%,-0.6%,-4%,6%,10%,-3%,-0.1%,2.2%,28%,
O=C(NCc1ccco1)c1ccc(Cn2c(=O)c3sccc3n(Cc3cccc(F)c3)c2=O)cc1,-3%,-1.7%,-1%,5%,3%,6%,11%,5.7µM*,-3%,
Cn1cnc2cc(NCc3cccs3)ccc21,10%,-0.1%,2%,18%,30%,22%,0.7%,1.3%,-6%,
CN(C)S(=O)(=O)N(CC(=O)NCc1ccccc1)c1ccccc1,-12%,0.6%,2%,10%,-11%,17%,-2.8%,0.0%,-12%,
CCOC(=O)N1CCN(C(=O)c2cc3cc(OC)c(OC)cc3[nH]2)CC1,6%,1.6%[50 µM],-18%,9%,1%,18%,-1.3%,0.0%,-3%,
Cc1ccccc1-n1nc2c(c1NC(=O)C(C)C)CS(=O)(=O)C2,3%,0.2%,3%,11%,10%,·,-2.6%,0.9%,-6%,
CC(=O)Nc1ccc(N2C(=O)c3cccc4c(O)ccc(c34)C2=O)cc1,5%,0.0%,?,6%,7%,-58%,160%,2.7%,-6%,
CCN(CC)S(=O)(=O)c1cccc(-c2n[nH]c(=S)n2C(C)COC)c1 (centres undefined),-8%,-0.3%,-4%,3%,15%,-9%,-2.0%,0.3%,2%,
CCCNCC1COc2ccccc2O1 (centres undefined),5%,·,·,·,8%,15%,-0.6%,0.3%,-4%,
O=C(COC(=O)Cc1c[nH]c2ccccc12)NC1CCCCC1,-9%,-1.4%,-5%,4%,-2%,10%,0.0%,-2.1%,4%,
CCCCNC(=O)Cc1c(O)c2ccccc2[nH]c1=O,-2%,0.8%,0%,4%,10%,-1%,0.1%,0.7%,6%,Dengue-2 NS5 capping pilot replicate=2.4
CCCCN1C(C(=O)Nc2cc(C)on2)=C(O)c2ccccc2S1(=O)=O,0%,0.0%,-6%,7%,26%,-2%,1.1%,2.6%,1%,
COCCNC(=O)COc1ccccc1C,12%,0.4%,-3%,11%,3%,2%,1.5%,1.2%,1%,
CCOc1ccc(N2CC(C(=O)Nc3ccc(S(=O)(=O)Nc4nccs4)cc3)CC2=O)cc1 (centres undefined),4%,0.0%,-2%,8%,10%,-4%,1.7%,1.2%,13%,
COc1ccccc1C/C(N)=N/OC(=O)COc1ccc(C)cc1C,·,-1.0%,-9%,-1%,·,·,·,0.7%,·,
O=C(c1cc(=O)c2ccccc2o1)N1CCN(c2cccc(Cl)c2)CC1,-5%,-0.1%,2%,13%,9%,1%,1.0%,2.1%,10%,
CCCCCCNC(=O)Cc1ccc(Br)cc1,-3%,2.0%,-3%,1%,5%,6%,1.4%,1.1%,-4%,
CCSc1nnc(NC(=O)c2nc3nc(C)cc(C)n3n2)s1,8%,5.7%,-2%,16%,8%,-1%,-2.4%,-0.4%,-1%,
CCCN1C(=O)/C(=C\c2ccncc2)SC1=Nc1ccccc1,0%,-1.3%[50 µM],0%,6%,0%,17%,-5.3%,2.8%,-10%,
COc1ccc(C2/C(=C(\O)c3ccc(OC)c(Cl)c3)C(=O)C(=O)N2CCN(C)C)cc1 (centres undefined),-12%,0.7%,-1%,5%,8%,-14%,-1.5%,1.7%,3%,
COc1ccc(CN(C)CC(=O)Nc2cccc3ccccc23)cc1F,6%,-0.2%,-2%,3%,5%,9%,-0.6%,14%,6%,
Cc1cnc(C)c(N2CCN(Cc3nc(-c4cccc(F)c4F)oc3C)CC2)n1,8%,0.0%,-4%,7%,3%,7%,5.2%,-0.7%,-6%,
CCc1nc2ccccc2c(C(=O)OCC(=O)NCc2ccco2)c1C,-2%,1.9%,-28%,10%,4%,-2%,0.0%,1.1%,-8%,
CCc1ccc(NC(=O)c2c(C(=O)Nc3ccccc3)sc3nc(C)cc(=O)n23)cc1,42%,-0.3%,-6%,3%,8%,3%,0.6%,0.7%,6%,
CC1CCN(C(=O)c2[nH]cnc2C(=O)N(C)Cc2ccccc2)CC1,·,0.6%,0%,5%,·,·,·,0.2%,·,
CCN(c1ccc(NC(=O)CSc2nnc3nc(C)cc(C)n23)cc1)C(C)C,12%,0.4%[50 µM],3%,14%,36%,-2%,-3.8%,2.1%,2%,
Cc1onc(-c2ccccc2)c1-c1n[nH]c(=S)n1-c1ccccc1,·,0.3%,-14%,1%,·,·,·,-0.9%,·,Dengue-2 NS5 capping pilot replicate=-5.5
O=C(COc1cc2oc(=O)c3c(c2cc1Cl)CCC3)NCc1ccccn1,7%,0.8%,-4%,12%,-1%,11%,-1.0%,0.0%,4%,
CN1C(=S)N(c2cccnc2)C(=O)/C1=C\c1ccc(N(C)C)cc1,16%,-0.1%,-87%,12%,9%,10%,6.7%,·,8%,
CCN(C(=O)COC(=O)c1oc2ccc(OC)cc2c1C)C1CCCCC1,·,2.8%[50 µM],-4%,2%,14%,-2%,·,16%,·,
O=C(CCc1nnc2n(CCc3ccccc3)c(=O)c3ccccc3n12)NCCCN1CCCCC1,-9%,0.1%,-2%,7%,15%,-8%,-0.8%,-0.9%,13%,
CC1CCCCN1C(=O)CCC(=O)Nc1nnc(C2CCCCC2)s1 (centres undefined),1%,0.1%,-2%,12%,2%,9%,1.0%,1.9%,6%,
COc1ccc(N2CCN(C(=O)NCc3ccc(C)cc3)CC2)cc1,11%,-0.1%,-8%,18%,12%,3%,-1.4%,4.7%,1%,

# Source: PubChem (several laboratories)
